# TRPML3 agonist – human mucolipin-3 channel agonism; Q8TDD5; HEK293 TRPML3-YFP, Fluo-8 calcium fluorescence; 100% = the carbachol control signal; activation, % at 3 µM; hit rate 0.29% among 220,000;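 active = activation above its plate's cutoff, the mean activation of the plate's test wells plus 3 SD, cut at about 12% in these data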;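 note: 0% = DMSO only wells and 100% = carbachol wells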
#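 system = HEK293 cells stably carrying human TRPML3-YFP | doses = one concentration, 3 µM nominal, 0.3% DMSO | timing = dye loading 1 h 37 °C then 30 min ambient, 125 s read | detection = Fluo-8 calcium dye fluorescence, ex 470-495, em 515-575 nm | benchmarks = high control carbachol 87 µM, low control DMSO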
# CHOP inh – CHOP inhibition in unfolded protein response; CHO-K1 CHOP-promoter luciferase, tunicamycin-induced, 15-18 h; inhibition, % at 10 µM; hit rate 3.8% among 220,000; AID 2732;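 active = compounds that reduced the stress-induced luciferase reporter signal by more than about 70% of percent inhibition, limit read from the data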;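 note: 0% = tunicamycin plus vehicle and 100% = wells without tunicamycin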
# Runt-SMMHC FRET – Runt domain-CBFb-SMMHC interaction inhibition | Cerulean-Runt/Venus-CBFb-SMMHC FRET ratio 530/480, 1 h | Q01196+Q13951 | inhibition, % at 20 µM | hit rate 0.74% among 220,000;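 active = mean inhibition across duplicate retests at 20 µM reaching about 50%, limit read from the data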;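 note: 0% = DMSO wells and 100% = wells with excess untagged CBFb-SMMHC; inhibitors lower the FRET ratio by blocking Runt binding to CBFb-SMMHC; some results filed as inactive read as strong as hits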
# Target sequence (Q01196 whole entry, looked up, the tested form may be a part): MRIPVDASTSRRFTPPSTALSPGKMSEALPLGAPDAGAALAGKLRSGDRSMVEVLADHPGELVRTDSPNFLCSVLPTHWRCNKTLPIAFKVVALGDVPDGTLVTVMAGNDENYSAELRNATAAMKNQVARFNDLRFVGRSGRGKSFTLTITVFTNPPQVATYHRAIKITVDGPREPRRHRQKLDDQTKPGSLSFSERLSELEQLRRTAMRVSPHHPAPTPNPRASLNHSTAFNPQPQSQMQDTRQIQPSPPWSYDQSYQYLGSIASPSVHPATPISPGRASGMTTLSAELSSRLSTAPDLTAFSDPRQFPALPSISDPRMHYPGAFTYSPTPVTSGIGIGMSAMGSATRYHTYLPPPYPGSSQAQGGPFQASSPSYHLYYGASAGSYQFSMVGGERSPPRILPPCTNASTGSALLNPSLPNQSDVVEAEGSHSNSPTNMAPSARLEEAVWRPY
# Target sequence (Q13951 whole entry, looked up, the tested form may be a part): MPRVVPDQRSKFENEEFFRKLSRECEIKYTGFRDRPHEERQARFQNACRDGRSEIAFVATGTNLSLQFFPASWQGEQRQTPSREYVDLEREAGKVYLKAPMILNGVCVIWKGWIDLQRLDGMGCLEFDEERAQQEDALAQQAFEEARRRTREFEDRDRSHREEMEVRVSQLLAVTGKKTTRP
# zfTRPN1 agonist – zebrafish TRPN1 (NompC) channel agonism | hit rate 0.18% among 220,000 | HEK293 zebrafish TRPN1-YFP, Fluo-8 calcium fluorescence; 100% = response to 87 µM carbachol | activation, % at 3 µM;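 active = activation above its plate's cutoff, the mean activation of test wells on that plate plus 3 SD, cut at about 19% in these data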;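 note: 0% = DMSO alone and 100% = 87 µM carbachol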
#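 Assay system: Zebrafish TRPN1-YFP in HEK293 cells | Incubation: Dye loading 1 h at 37 °C, then 30 min room temperature | Measured by: Kinetic Fluo-8 fluorescence, ex 470-495, em 515-575 nm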
# MDM2 E3 inh – inhibitors of human Mdm2 E3 ubiquitin ligase; hit rate 0.11% among 210,000; Q00987; cell-based MDM2 ubiquitination luciferase reporter, 2 h; 0 = plate control, 100 = twice control, blank-subtracted; AID 1230; signal enhancement, % at 5 µM;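 active = signal enhancement of 30% or more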;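 note: luminescence tracks abundance of the self-degrading MDM2-luciferase fusion protein; higher signal means inhibition of MDM2 E3 ligase activity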
#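 Timing – 2 h compound exposure at 37 °C · Assay system – mammalian cells stably expressing self-ubiquitinating, self-degrading MDM2 E3–luciferase fusion · Amount – 2000 cells seeded into each well · Measure – % luminescence enhancement versus blank-corrected plate control mean · Measured by – SteadyLite luminescence, 15 min reagent step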
# EBV gp42 inh – EBV gp42 inhibition | inhibition, % (tested at 21.74 µM) | hit rate 0.42% among 220,000 | Q1HVG2 | Fluorescence polarization binding assay, mP read-out; in the data active = inhibition above about 50%
# Target sequence (Q1HVG2 whole entry, looked up): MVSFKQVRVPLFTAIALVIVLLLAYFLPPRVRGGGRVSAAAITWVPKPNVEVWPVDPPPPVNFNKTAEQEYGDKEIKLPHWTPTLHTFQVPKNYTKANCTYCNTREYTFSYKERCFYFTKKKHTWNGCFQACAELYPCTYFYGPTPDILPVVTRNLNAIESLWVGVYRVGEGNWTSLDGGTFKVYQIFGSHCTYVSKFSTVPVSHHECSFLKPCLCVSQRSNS
# NCF1 inh – inhibitors of human p47phox binding; P14598; p47phox/p22phox peptide binding, fluorescence polarization, 2 h; inhibition, % at 24.7 µM; hit rate 0.53% among 220,000;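 active = inhibition above about 30%, limit read from the data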;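 note: 0% = p47phox with labelled peptide and 100% = labelled peptide alone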
# PPC-1+TRAIL kill – PPC-1 cancer cell killing with TRAIL present | PPC-1 cells + TRAIL, ATPLite viability luminescence | cell killing (% activity), % at 4 µM | hit rate 0.41% among 220,000 | AID 1443;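 active = cell killing above 50% in the first pass at 4 µM, then a duplicate retest at 5 µM averaging 50% or more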;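 note: plate controls were cells with TRAIL plus DMSO for no effect and medium-only wells lacking cells for full effect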
# TNF necrop inh – inhibitors of TNF-alpha induced necroptosis in Jurkat FADD-/- cells. Jurkat FADD-/- TNF necroptosis rescue, ATP luminescence, 24 h; 0 = TNF only, 100 = no-TNF cells. activation (protection from cell death), % at 10 µM. hit rate 0.068% among 220,000;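 active = activation, meaning protection from cell death, of at least 50% relative to plate controls; inactive = activation below 50%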;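 note: necroptosis triggered by 40 ng/mL TNF-alpha added together with compound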
# Active calls of the source: *; . = not tested or not shown.
SMILES,TRPML3 agonist,CHOP inh,Runt-SMMHC FRET,zfTRPN1 agonist,MDM2 E3 inh,EBV gp42 inh,NCF1 inh,PPC-1+TRAIL kill,TNF necrop inh
CCN(CC)S(=O)(=O)c1ccc(N2CCCC2)c(NS(=O)(=O)c2ccccc2)c1,0.2,11,-7,-2.0,16,-9,-9,13,1.0
COc1ccc(-c2nc(N)n[nH]2)cc1OC,-0.2,-6,0,0.0,-2,-24,2,17,-0.8
CCN(CC)C(=O)c1c(Cl)nc(C)c([N+](=O)[O-])c1C,0.0,-22,1,-0.8,-9,-4,2,3,1.5
CCC1(C)Cc2ccccc2-c2c1c(=O)n(-c1ccc(C)cc1)c1nnnn21 (configuration not stated),1.1,34,3,1.3,-9,7,-7,-1,-0.5
O=C(CN1CCCCC1)Nc1cccc(-n2cnnn2)c1,0.0,32,-2,-0.7,4,-10,-14,12,-1.1
CCN1C(=O)c2ccccc2Sc2ccc(C(=O)NCCCN3CCOCC3)cc21,0.6,22,0,-1.1,.,-2,.,7,1.7
CC(=O)C1=C(O)C(=O)N(CCO)C1c1ccccc1 (configuration not stated),-0.1,-4,.,0.3,-7,-11,-7,.,0.5
CN1C(=O)N(C)C2C1N(CN1CCCCC1)C(=O)N2CN1CCCCC1 (configuration not stated),0.1,6,4,0.7,-7,-12,-4,1,-3.2
CC(=O)N1N=C(c2ccc(C)cc2)OC1c1cccnc1 (configuration not stated),0.3,-9,-3,-0.7,-1,1,7,18,0.1
NC(=S)NC1CCS(=O)(=O)C1 (configuration not stated),0.8,16,2,0.0,-10,-8,-9,17,0.1
O=C(Nc1cccnc1)c1ccc(-c2ccccc2)cc1,1.0,-4,3,3.3,-12,-7,-7,41,-0.4
CCn1c(SCc2nc3cc(OC)c(OC)cc3c(=O)[nH]2)nnc1-c1ccncc1,0.9,9,-6,1.5,-2,-13,-7,-12,0.7
CC(C)CC1(C)NC(=O)NC1=O (configuration not stated),0.4,26,-4,0.7,-2,9,-4,4,-3.4
COc1ccc(Nc2nc(C)nc3c2nnn3Cc2ccccc2)cc1OC,0.1,31,7,-0.1,3,-7,-16,6,0.3
O=C(CCN1C(=O)c2cccnc2C1=O)NC1CCCCCC1,0.5,-15,-3,0.4,-9,-14,1,8,1.1
Cc1ccc(C(O)c2cccnc2)o1 (configuration not stated),0.9,-4,-2,0.6,-6,-9,-5,2,-3.9
O=C(Nc1cccnc1)c1cc(-c2cc(Cl)ccc2O)n[nH]1,1.4,-12,-2,2.8,-6,-9,-21,28,-0.6
O=C(CN1CCOCC1)Nc1ccc(Br)cn1,1.6,30,1,-1.2,-10,-6,-1,-33,1.8
COCc1ccc([C@@H]2C[C@H]3CN(Cc4ccccc4C)C(=O)[C@]34CCCN24)o1,0.6,47,-2,0.9,9,-20,-5,6,0.6
CNC(=O)c1[nH]cnc1C(=O)Nc1ccc(Cl)cc1,1.0,9,-2,0.7,-18,-8,-9,2,-21
COc1cc(NC(=O)COC(=O)CC(C)(C)C)c(C)cc1[N+](=O)[O-],0.2,-33,2,-0.2,-4,-11,-6,12,3.5
N#CSCC(=O)c1cccc2ccccc12,0.7,22,19,1.4,-7,-13,-11,-26,-7.3
CCn1c(CSc2nc3ccccc3s2)nc2ccccc21,0.2,3,86,0.3,-3,2,-25,27,2.2
CCOC(=O)c1nn(-c2ccccc2C)c(=O)c2c(N)scc12,0.9,22,14,0.0,-13,4,-6,15,-1.0
Cc1ccccc1NC(=O)CSCC(=O)Nc1ccccc1C,0.5,-16,88,0.0,-9,0,-21,12,-0.1

# Entries listed so far that have two or more sulfur atoms (3):
SMILES,TRPML3 agonist,CHOP inh,Runt-SMMHC FRET,zfTRPN1 agonist,MDM2 E3 inh,EBV gp42 inh,NCF1 inh,PPC-1+TRAIL kill,TNF necrop inh
CCN(CC)S(=O)(=O)c1ccc(N2CCCC2)c(NS(=O)(=O)c2ccccc2)c1,0.2,11,-7,-2.0,16,-9,-9,13,1.0
NC(=S)NC1CCS(=O)(=O)C1 (configuration not stated),0.8,16,2,0.0,-10,-8,-9,17,0.1
CCn1c(CSc2nc3ccccc3s2)nc2ccccc21,0.2,3,86,0.3,-3,2,-25,27,2.2

# Remaining list, next part:
SMILES,TRPML3 agonist,CHOP inh,Runt-SMMHC FRET,zfTRPN1 agonist,MDM2 E3 inh,EBV gp42 inh,NCF1 inh,PPC-1+TRAIL kill,TNF necrop inh
CC(C)OCCCNC(=O)C1CCC(CNS(=O)(=O)c2ccccc2)CC1 (configuration not stated),-0.1,19,4,0.2,-12,-4,5,31,0.7
O=C(CCc1nc(-c2ccccc2F)no1)NC1CCCCC1,-0.3,-16,-3,0.6,-8,-15,-1,19,-0.2
COc1ccc(NS(=O)(=O)Cc2ccccc2)cc1OC,0.3,42,0,0.1,-16,-3,-3,8,0.4
COc1cccc([C@@H]2Oc3ccc(OC)cc3C(=O)[C@H]2OC(=O)Nc2cc(OC)c(OC)c(OC)c2)c1,0.0,8,-4,0.2,.,8,-8,12,1.7
Cn1ccnc1C(=O)c1cc(SCC(=O)NCc2ccccc2)nc2ccccc12,0.3,-3,-1,-1.0,3,-6,3,-8,-3.9
CCOc1ccccc1N/C=C/C(=O)C(C)(C)C,1.0,74*,3,0.3,-7,1,-4,-2,-0.7
CC(=O)Nc1cccc(-c2nc3ccccc3s2)c1C,0.2,-4,4,0.9,-25,-11,0,49,-1.7
CCCCCCSc1nsc(NC(C)=O)n1,0.2,25,-4,-0.4,6,-27,-8,1,0.2
O=C(c1ccc(Cl)cc1Cl)C1(n2cncn2)Oc2ccccc2C1O (configuration not stated),0.1,-22,1,-1.1,-8,-15,-11,16,-0.2
CC(C)(C)OC(=O)CC[C@@H](C(=O)N1CCN(C(=O)OC(C)(C)C)CC1)n1cc(C(CO)NC(=O)OC(C)(C)C)nn1 (some centres not stated),0.5,2,1,-0.6,.,-8,-4,7,0.5
CN1CCN(C(=S)C(=O)Nc2ccc(Br)cc2)CC1,0.9,6,28,0.2,-6,-2,-5,3,0.8
O=C(Nn1cnnc1)C(Sc1ccccc1)c1ccccc1 (configuration not stated),0.9,-19,1,-0.3,-11,-16,7,6,0.0
COc1ccc(C(=O)NCCN2CCOCC2)c(OC)c1OC,0.8,1,2,0.4,-25,-4,-9,11,0.8
COc1ccccc1Nc1ncc(C(=O)Nc2ccc(OC)c(OC)c2)c2ccccc12,-0.1,-19,5,1.5,5,2,5,2,-2.8
COCCCNC(=O)CN(c1cc(Cl)ccc1OC)S(C)(=O)=O,0.7,8,1,-0.2,.,-6,-8,25,0.5
Cc1ccc(N2CC(C(=O)Nc3nnc(SCC(=O)Nc4nc(C)cs4)s3)CC2=O)cc1 (configuration not stated),0.9,71*,3,2.1,-12,-12,-17,20,-0.1
COc1ccc(CCC(=O)OCC(=O)Nc2ccccc2OC(F)F)cc1OC,1.3,24,0,0.6,4,-4,5,2,-0.1
CCOC(=O)C1(CC2CC2)CCN(Cc2cn[nH]c2-c2ccccc2)CC1,0.9,47,1,-0.2,2,-6,-5,28,3.1
Cc1nc(SCC(=O)NCCc2ccccc2)c2oc3ccccc3c2n1,0.3,55,0,0.5,-14,-7,-10,26,-1.5
COc1ccc(S(=O)(=O)N2CCc3ccccc32)cc1C(=O)OCc1c(C)noc1C,0.9,29,-6,0.4,-12,-3,-2,5,-4.9
Cc1ccc(OCC(=O)N2CCOCC2)cc1C,-0.4,15,1,0.6,13,-3,-5,12,1.2
O=C(O)c1cccc(Cn2cccn2)c1,-0.1,-7,-3,1.4,2,-20,-9,20,0.2

# Sorted by SMILES length (low to high): three of the compounds above.
SMILES,TRPML3 agonist,CHOP inh,Runt-SMMHC FRET,zfTRPN1 agonist,MDM2 E3 inh,EBV gp42 inh,NCF1 inh,PPC-1+TRAIL kill,TNF necrop inh
O=C(Nc1cccnc1)c1ccc(-c2ccccc2)cc1,1.0,-4,3,3.3,-12,-7,-7,41,-0.4
CN1C(=O)N(C)C2C1N(CN1CCCCC1)C(=O)N2CN1CCCCC1 (configuration not stated),0.1,6,4,0.7,-7,-12,-4,1,-3.2
Cn1ccnc1C(=O)c1cc(SCC(=O)NCc2ccccc2)nc2ccccc12,0.3,-3,-1,-1.0,3,-6,3,-8,-3.9

# Two of the compounds above, as tab-separated lines.
SMILES	TRPML3 agonist	CHOP inh	Runt-SMMHC FRET	zfTRPN1 agonist	MDM2 E3 inh	EBV gp42 inh	NCF1 inh	PPC-1+TRAIL kill	TNF necrop inh
COc1ccc(CCC(=O)OCC(=O)Nc2ccccc2OC(F)F)cc1OC	1.3	24	0	0.6	4	-4	5	2	-0.1
CCOC(=O)C1(CC2CC2)CCN(Cc2cn[nH]c2-c2ccccc2)CC1	0.9	47	1	-0.2	2	-6	-5	28	3.1

# From PubChem BioAssay

# Hits appear at their usual frequency; overall some 5.9% were active at least once.
